AID1053144: Wnt/beta-catenin signaling activators, dose response, cell-based, iPS-derived NPC, luciferase, Wnt3a, cherry-pick (AID 1053144). 3,400 tested, 4.8% active. AC30 in µM for hits, for the others activation, % at the top dose, mostly 26 µM. NPC TCF/LEF luciferase reporter, Wnt3a EC25, 24 h;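 active means fitted curve reaches 30% activation at a concentration no higher than the top valid tested dose, luminescence rising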;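 further: wnt3a stimulus is conditioned medium from Wnt3a-transfected mouse L cells at 5% in well; 0% = neutral control wells and 100% = CHIR-99021 positive control wells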
* marks the source's active call; other numbers are inactive results. Not all compounds are listed; count on the stated rates, not on these rows.

SMILES	AID1053144
CCC1CCc2c(sc(NC(=O)c3ccco3)c2C(N)=O)C1 (centres undefined)	4.1%
Brc1ccc(-c2noc(-c3ccccc3)n2)o1	4.4%
COc1cccc(NC(=O)c2cccc(Cl)c2)c1	11.1%
CCc1ccc(C(=O)COC(=O)c2cccnc2Cl)cc1	5.0%
COc1ccc2c(c1)CCc1c-2n[nH]c1C(=O)NCCC(C)C	13.1%
COc1ccccc1N1CCN(/N=C\c2ccc(C)o2)CC1	11.1%
Cc1ccc(C(=O)NNc2ncnc3ccccc23)cc1	8.88µM*
Cn1c(SCC(=O)c2ccccc2)nnc1-c1ccccn1	11.4%
Cc1cc2nn(-c3ccccc3)nc2cc1NC(=O)c1cccs1	16.0%
c1ccc(Cc2nnc(-c3ccccc3)o2)cc1	7.8%
Cc1ccc(C)c(Nc2nc(N)c3ccccc3n2)c1	8.5%
CCOC(=O)N1CCC(Nc2c(NCCCN3CCN(c4ccc(OC)cc4)CC3)c(=O)c2=O)CC1	19.5µM*
CC(C)CSc1nnc2c(n1)[nH]c1ccccc12	3.6%
Cc1ccc(/C=C/C(=O)Nc2cc(C)on2)cc1	13.0%
O=C1c2ccccc2C(=O)N1N=Cc1ccc2c(c1)OCO2	3.3%
CSc1ccccc1C(=O)Nc1ccc2c(c1)CCC2	3.13µM*
O=c1c2ccccc2nnn1CCc1ccccc1	9.1%
Cc1cc(NC(=O)c2sc3ccccc3c2O)no1	11.3%
O=C(COc1ccc2c(c1)OCO2)Nc1ccccc1F	8.9%
c1csc(-c2nc(N3CCCCC3)no2)c1	20.2%
COc1ccc(-c2ccc3c(n2)CCCN3Cc2ccccc2C(F)(F)F)cc1	7.7%
CCOC(=O)c1c(C)[nH]c2cc(Br)c(O)cc12	22.4%
O=C(Nc1nccs1)c1cc2c(s1)-c1ccccc1OC2	6.7%
Cc1sc2ncnc(Nc3ccc(O)cc3)c2c1C	11.1%
O=C(c1cnn(-c2cccc(F)c2)c1)c1ccccc1O	8.9%
COc1cnn(-c2ccccc2)c(=O)c1OC	0.5%
O=C(N/N=C/c1ccc(OC(=O)c2ccccc2)cc1)c1cccc(O)c1	11.6%
O=C(Nc1ccccc1)c1ccc(-c2ccc(Br)cc2)o1	7.2%
CCn1ccc(C(=O)Nc2ccc(Cl)cn2)n1	10.9%
O=C(/C=C/c1cccc2ccccc12)N1CCOCC1	7.0%
CCn1c(SCC(=O)c2ccccc2)nnc1-c1cnccn1	9.1%
c1cc2cc(-c3c(-c4ccc5c(c4)OCO5)noc3-c3ccsc3)ccc2[nH]1	15.2%
O=C(Nc1ccccc1)C(=O)Nc1cccnc1	0.5%
O=C(Nc1nnc(-c2ccccc2F)s1)c1ccccc1F	8.1%
O=C(NN=Cc1ccc2c(c1)OCO2)c1ccccc1	18.2%
Cc1ccc(C2=NN3C(=O)c4ccccc4C3C2)cc1 (centres undefined)	4.1%
C=CCc1c(C)nc2cc(-c3ccccc3)[nH]n2c1=O	8.7%
O=C(c1ccco1)N1CCN(c2ccc(N3CCCCC3)nn2)CC1	7.5%
O=[N+]([O-])c1ccccc1NCCOc1ccccc1	14.6%
CCCC(=O)Nc1ccc(-c2nc3ncccc3o2)cc1	4.2%
Cc1ccc(C)c(OCC(=O)O/N=C(\N)c2ccccn2)c1	9.3%
O=C(Nc1nnc(SCc2ccc(Cl)cc2)s1)C1CC(=O)N(Cc2ccccc2)C1 (centres undefined)	1.9%
O=C(OCC(=O)c1ccc(Br)s1)c1ccc(O)cc1	15.8µM*
CCn1c(SC(C)C(=O)NC2CCCC2)nc2cc(S(N)(=O)=O)ccc21 (centres undefined)	8.4%
O=C(CSc1ccccc1)Nc1ccc2c(c1)OCCO2	8.6%
Clc1ccc(/C=N/Nc2ccccn2)cc1	9.6%
O=C(Nc1cccc([N+](=O)[O-])c1)c1ccc2c(c1)OCCO2	9.2%
COc1cccc(N=c2oc3ccccc3cc2-c2nc3ccccc3[nH]2)c1	-4.2%
O=C(Nc1ccc(Br)cc1)Nc1ccccc1Cl	0.6%
CN(C)c1cccc(-c2csc(N3CCC(C(N)=O)CC3)n2)c1	10.6%

(list continues)
SMILES	AID1053144
Cc1cccc(NC(=O)c2ccccn2)c1C	11.4µM*
CCc1ccc(NC(=O)c2cc(CC(C)C)on2)cc1	11.5%
O=C(Oc1ccccc1N1CCOCC1)c1sccc1Br	1.0%
c1csc(-c2nc(CN3CCSCC3)cs2)c1	-2.2%
Nc1ccc(N=Nc2ccccc2O)c(N)c1	14.2%
Cc1occc1C(=O)Nc1ccc2c(c1)OCCO2	6.2%
Oc1ccc(N=Nc2ccccc2)cc1	10.0%
Cc1cc(C(=O)CN2C(=O)NC3(CCCCC3C)C2=O)c(C)n1Cc1cccs1 (centres undefined)	9.6%
CCC(=O)n1nc(-c2ccc(Cl)cc2)nc1SC	8.3%
Cc1ccc(OCC(=O)Nc2ccccc2[N+](=O)[O-])c(Br)c1	12.7%
CC1CCC2(CC1)NC(=O)N(CC(=O)Nc1sc3c(c1C(N)=O)CCC3)C2=O (centres undefined)	5.2%
O=C(Nc1ccccc1N1CCN(c2ccccc2)CC1)c1ccccc1	-3.4%
COc1cccc2sc3ccc(C#Cc4ccc(N)cc4)cc3c(=O)c12	6.8%
CCOc1ccccc1NC(=O)CN1C(=O)C(C)SC(C)C1=O (centres undefined)	0.0%
O=C(c1cccs1)N1CCC(c2ccccc2)C1 (centres undefined)	23.3%
CC(=O)Nc1ccc(OCc2cccc([N+](=O)[O-])c2)cc1	11.9%
Cc1ccc(-n2nc3c(n2)/C(=N/O)CC/C3=N\O)cc1	6.8%
CCOC(=O)c1sc(Nc2ccccc2Cl)nc1C	13.7%
O=C(/C=C\Nc1ccc2c(c1)OCO2)c1ccc2c(c1)OCO2	-1.0%
CN(C)c1ccc(C#Cc2ccc3cc(CCCO)oc(=O)c3c2)cc1	1.3%
O=C(Oc1ccc(-c2cnc3ccccc3n2)cc1)c1ccco1	7.4%
NC(=O)c1ccccc1NC(=O)c1ccc2c(c1)OCO2	16.1%
CN1CCCN(C(=O)c2cc(-c3cccc4ccccc34)nc3ccccc23)CC1	1.6%
Cc1ccc(/C=N/Nc2ncnc3nc[nH]c23)cc1	12.2%
c1ccc(-c2nc3ccccn3c2-c2ccccc2)cc1	2.2%
Cc1cc(NC(=O)c2cc3cccc([N+](=O)[O-])c3[nH]2)ccc1F	-2.7%
O=C(N/N=C/c1cccc(OCc2ccccc2)c1)c1cccs1	4.1%
CCc1nnc(NC(=O)/C=C/c2ccco2)s1	10.0%
COc1cccc(NC(=O)c2ccccc2F)c1	13.2%
COCCn1c(C)nnc1SCC(=O)Nc1ccccc1[N+](=O)[O-]	5.0%
O=C(Nc1ccccc1)C(=O)Nc1ccc2c(c1)N(C(=O)C1CC1)CCC2	22.7%
COc1ccc(N2COC3c4cccc5cccc(c45)C32)cc1 (centres undefined)	17.8µM*
Fc1ccc2cnc(-c3ccccc3)cc2c1	16.3%
COc1cc(/C=C/c2ccc3cccc(O)c3n2)cc(Cl)c1OC	2.3%
N=c1cc(C2(O)CCCCC2)n2c(nc3ccccc32)s1	1.8%
Cc1ccc(NC(=O)Nc2cccs2)c(Cl)c1	9.8%
O=C(NOCc1ccccc1)c1ccccc1	5.9%
O=C(O)c1ccc2c(c1)C(=O)N(c1ccc(C(=O)OCC(=O)c3ccccc3)cc1)C2=O	7.5%
Fc1ccccc1CSc1nnc(-c2cccs2)o1	18.9%
COC(=O)C1=C(Nc2ccccc2NC(=O)c2ccccc2C(=O)O)CSC1	2.3%
Cc1c(C(=O)Nc2nnc(C3CC3)s2)oc2ccccc12	14.9%
O/N=C/c1ccc2ccccc2n1	10.6%
CCc1cc(CNC(=O)CCc2nnc(CCCc3ccccc3)o2)on1	12.0%
Brc1ccc2nc(N3CCCC3)sc2c1	9.7%
CC(=O)Nc1nc(COc2ccc3ccccc3c2)cs1	4.9%
COc1ccc(CNC(=O)C(=O)NCC(c2ccco2)N2CCOCC2)cc1 (centres undefined)	7.5%
Nc1ccc(-c2nc3ccccc3s2)cn1	11.6%
c1ccc(CN2CCN(c3nc4ccccc4s3)CC2)cc1	7.2%
COc1cccc(NC(=O)Nc2ccc3c(c2)OCO3)c1	9.0%
O=C(/C=C/c1ccc(F)cc1)NCCC1=CCCCC1	5.5%

Further entries:
SMILES	AID1053144
CCC(=O)Nc1c(C(=O)Nc2ccc3c(c2)OCCO3)oc2ccccc12	12.9%
COc1cccc(NC(=O)c2ccc(C(=O)c3ccccc3)o2)c1	10.9%
CC(=O)c1cc(F)ccc1OCC(=O)Nc1ccc2c(c1)OCO2	8.0%
O=C(O)c1cc(O)ccc1-c1ccc(O)cc1	1.5%
O=C(Nc1ccc2c(c1)OCCO2)c1ccccc1Cl	1.9%
CCOC(=O)c1sc(=NC(=O)c2ccccc2)n(C)c1C	12.3%
COc1ccc2c(c1)CCc1c(C(=O)N3CCCC3)noc1-2	19.6%
O=C(COC(=O)c1ccccc1F)Nc1ccc2c(c1)OCCO2	3.9%
CS(=O)(=O)N1CCN(c2ccc(NC(=O)c3ccc(Br)o3)cc2)CC1	20.6%
C(=C\c1nc(-c2ccncc2)no1)/c1ccccc1	9.1%
c1ccc(-n2nnc(-c3nccs3)n2)cc1	3.1%
Cc1cc(C)c(C#N)c(SCC(=O)Nc2ccccc2)n1	11.1%
C=CCN(CC(=O)Nc1cccnc1)S(=O)(=O)c1ccc(Cl)cc1	18.1%
O=C(Nc1ccccc1O)c1csc2c1CCCC2	6.9%
CC(=O)Nc1cccc(OCC(=O)Nc2ccccc2)c1	11.4%
O=C(c1ccc(N2CCOCC2)cc1)c1cccs1	1.6%
N#Cc1ccccc1N/C=C/C(=O)c1ccc(Cl)cc1	4.0%
CCOc1ccc2cc(C#N)c(SCC(=O)OC)nc2c1	15.7%
O=C(C=Cc1ccco1)c1ccc2ccccc2c1	11.2µM*
CC(C)c1ccc(N=C2N=C(N)c3ccccc32)cc1	3.8%
O=c1c2ccccc2oc2ccc(NCCCn3ccnc3)cc12	0.8%
COc1cccc(-c2noc(-c3ccc4c(c3)OCO4)n2)c1	2.4%
CC(=O)Nc1ccc2c(c1)ncn2-c1ccc(C)cc1	7.2%
CC(C)(C)c1cc(NC(=O)c2cccs2)no1	6.7%
CC(C)(C)c1cc(-c2n[nH]c(=S)n2-c2ccccc2F)n[nH]1	4.1%
CC(=O)Nc1cccc(-n2nnc(SCC(=O)c3ccccc3)n2)c1	7.1%
CCOc1ccc(S(=O)(=O)Nc2ccc(C(=O)NN)cc2)cc1	12.1%
COc1ccc2cc3cc(C(=O)N4CCCCC4C)oc3nc2c1 (centres undefined)	5.0%
Cc1ccccc1Cn1nnc(-c2cccc(C(=O)O)c2)n1	4.9%
Cc1cc(NC(=O)c2ccc3nccnc3c2)ccc1Br	12.7%
Cc1ccc(OCC(=O)Nc2ccc(Cl)cc2)c([N+](=O)[O-])n1	17.6%
CCCC(=O)n1nc(-c2ccc(C)cc2)nc1NCc1ccco1	18.9%
Cc1ccc(Nc2ncnc(-n3cccc3)n2)cc1Cl	8.1%
CCn1cc(S(=O)(=O)CC(=O)Nc2ccc3c(c2)OCO3)c2ccccc21	1.0%
